# Screening results: PubChem, Broad Institute
# ERAP1 inh: blocks human ERAP1 aminopeptidase activity | inhibition, % at 10.7 µM | 340,000 tested, 0.15% active | Q9NZ08 | recombinant ERAP1, Leu-AMC fluorescence, 60 min;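 active = mean replicate inhibition of at least 30%, or all replicates individually reaching that 30% level; inactive = mean below 30% and not every replicate reaching it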;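 note: 0% = neutral control wells and 100% = L-leucinethiol positive control wells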
# RAD52 anneal inh: RAD52 (human) annealing inhibition; 360,000 tested, 0.46% active; inhibition, % at 18.7 µM; P43351; recombinant RAD52 DNA annealing, FRET fluorescence; AID 651710;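 active = every replicate showing at least 50% inhibition; inconclusive = mean inhibition at least 50% but not in every replicate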
# Target sequence (P43351 whole entry, looked up): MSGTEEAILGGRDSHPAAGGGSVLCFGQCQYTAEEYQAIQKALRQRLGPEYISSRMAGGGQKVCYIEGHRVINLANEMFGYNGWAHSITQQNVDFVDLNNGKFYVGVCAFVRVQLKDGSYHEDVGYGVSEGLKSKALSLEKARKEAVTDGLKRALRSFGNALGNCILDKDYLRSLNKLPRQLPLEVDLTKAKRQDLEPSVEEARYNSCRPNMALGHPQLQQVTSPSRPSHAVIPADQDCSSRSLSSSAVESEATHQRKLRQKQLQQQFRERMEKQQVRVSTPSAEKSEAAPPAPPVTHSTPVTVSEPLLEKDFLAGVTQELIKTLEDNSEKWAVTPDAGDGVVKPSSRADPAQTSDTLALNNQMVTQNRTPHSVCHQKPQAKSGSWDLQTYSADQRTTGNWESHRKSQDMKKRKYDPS
# PglD inh: PglD (C. jejuni) enzyme inhibition; purified PglD enzyme, DTNB colorimetric CoA detection; inhibition, % at 12.5 µM; 360,000 tested, 0.098% active; AID 602405; in the data active = inhibition above about 16%, passing the limit was not always enough; inconclusive = no clear call, values can overlap the other calls; note: strong numbers were not always called active
# PGC1a acetyl inh: PGC1a acetylation modulation, inhibitor mode; U2OS PGC1a acetylation, AlphaScreen anti-acetyl-lysine; with virally co-expressed GCN5 acetyltransferase; 350,000 tested, 0.17% active; inhibition, % at 15.6 µM;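 active = every replicate shows inhibition of at least 40%; inconclusive = mean inhibition at least 40% but some replicate below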;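 note: 0% = neutral control wells and 100% = positive control wells; some results beyond the cut were filed as inactive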
# RAD54 inh: inhibitors of human RAD54 branch migration. Q92698. inhibition, % at 10.4 µM. RAD54 Holliday junction branch migration, FAM/BHQ fluorescence. 360,000 tested, 0.14% active;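 active = mean normalized replicate activity at least 40 and at least half of replicates scoring 40 or more; inconclusive = only one of the two criteria met; inactive = mean below 40 and under half of replicates reaching 40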;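 note: 0% = median of neutral control wells and 100% = median of positive control wells; inhibitors cause a drop in the FAM fluorescence signal; in these data hits start at about 50%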
# E-sel inducer: E-selectin induction on HUVECs; activation, % at 7.58 µM; HUVEC E-selectin immunofluorescence imaging; normalized: neutral wells 0, TNF-alpha wells 100; P16581; 260,000 tested, 0.37% active; AID 686992;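 active = mean E-selectin-positive cell signal at least 10% of the positive control, reached in at least 60% of replicates, without over 20% cell loss; inconclusive = no rule given, readout overlaps actives, possibly toxicity-flagged; inactive = the rest, including those meeting only one limit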;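 note: in these data hits start at about 27%; measured in HUVEC primary endothelial cells; signal is the percent of cells scored E-selectin positive by PE staining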
# Target sequence (P16581 whole entry, looked up): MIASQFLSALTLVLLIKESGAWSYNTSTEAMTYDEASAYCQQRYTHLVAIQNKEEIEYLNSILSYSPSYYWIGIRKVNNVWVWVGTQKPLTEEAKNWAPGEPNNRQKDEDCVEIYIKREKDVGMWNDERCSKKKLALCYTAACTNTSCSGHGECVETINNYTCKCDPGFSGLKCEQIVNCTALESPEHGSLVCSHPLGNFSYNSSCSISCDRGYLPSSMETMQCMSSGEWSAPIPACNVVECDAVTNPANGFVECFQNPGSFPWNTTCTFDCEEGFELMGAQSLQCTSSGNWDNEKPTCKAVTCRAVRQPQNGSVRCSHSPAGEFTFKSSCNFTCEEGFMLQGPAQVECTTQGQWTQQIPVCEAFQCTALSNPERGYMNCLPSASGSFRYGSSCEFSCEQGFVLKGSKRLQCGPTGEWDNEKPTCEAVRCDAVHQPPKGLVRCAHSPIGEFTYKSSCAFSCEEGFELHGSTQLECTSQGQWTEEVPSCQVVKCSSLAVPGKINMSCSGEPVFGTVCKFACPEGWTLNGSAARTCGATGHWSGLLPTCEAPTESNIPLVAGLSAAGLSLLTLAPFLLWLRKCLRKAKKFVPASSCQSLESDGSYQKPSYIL
#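 Assay system: HUVEC, human umbilical vein endothelial cells / Amount: 3,000 HUVEC/well / Controls: TNF-alpha positive control, DMSO neutral control / Compound dosing: single concentration / Medium: EGM-2 over gelatin coat / Evaluation: percent E-selectin-positive cells / Signal: immunofluorescence imaging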
# Cneo AK release: causes C. neoformans cell lysis. lysis activity, % at 15 µM. adenylate kinase release luminescence, 4 h; normalised: neutral wells 0, clomiphene wells 100. 360,000 tested, 0.2% active;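 active = mean lysis activity across replicates of at least 80%, whatever share of replicates individually reach that level; inactive = mean lysis activity below 80%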
#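 Material – Cryptococcus neoformans yeast cells · Quantity – 5 × 10^6 yeast cells/mL · Buffer or medium – YPD medium · Compound – single dose · Timing – 4 h static compound exposure, 37 °C, read 1 h post-reagent · Signal – adenylate kinase release luminescence · Read-out basis – lysis from increased AK signal · Benchmarks – Clomiphene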
# miR-122 sensor: inhibitors of miR-122 in Huh7 cells | Huh7 miR-122 Renilla luciferase sensor, 48 h; neutral wells = 0, positive control = 100 | activation (reporter increase), % at 12.5 µM | 340,000 tested, 0.3% active;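 active = mean replicate activation score at least 90 and every replicate individually at or above 90; inconclusive = only one of the two criteria met; inactive = neither criterion met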;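 note: higher luciferase means less miR-122 activity so hits act as miR-122 inhibitors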
# Active calls of the source: *; ? = inconclusive; . = not tested or not shown; & = joins results of further samples; [ ] = remark or other dose.
No. | structure | ERAP1 inh | RAD52 anneal inh | PglD inh | PGC1a acetyl inh
1 | N=C1/C(=C\c2ccc(OC(=O)c3ccc(F)cc3)cc2)C(=O)N=C2SC(N3CCOCC3)=NN12 | -3 | -4 | 2 | -1
2 | O=C(c1ccc2c3n(nc2c1)-c1ccc(Cl)cc1CO3)N1CCOCC1 | 1 | -4 | 6 | 1
3 | O=C(NC(=S)Nc1ccccc1)c1csnn1 | -1 | -9 | 0 | 1
4 | OC1COCOC1C(O)C1OCOCC1O (stereo not drawn) | 0 | -3 | -6 | 19
5 | COc1cccc(/C=N/NC(=O)c2ccccc2NC(=O)c2ccco2)c1OC | 1 | -7 | . | -2
6 | COCCn1c(SC2CCCCC2=O)nnc1-c1ccncc1 (stereo not drawn) | 0 | -18 | . | 3
7 | O=C(CNC(=O)c1ccccc1F)OCn1nnc2ccccc2c1=O | 0 | -17 | -3 | 4
8 | O=C(C[C@H]1C[C@H]2c3cc(NC(=O)NC4CCCCC4)ccc3O[C@H]2[C@@H](CO)O1)NCc1ccncc1 | -4 | 3 | 5 | 0

No. | RAD54 inh | E-sel inducer | Cneo AK release | miR-122 sensor
1 | 4 | . | 3 | -5
2 | -6 | -0.2 | -13 | -2
3 | -3 | . | 0 | -5
4 | 4 | 0.3 | -1 | .
5 | . | 5.5 | . | .
6 | . | -1.9 | . | 1
7 | -6 | -0.2 | 2 | -1
8 | -3 | -0.1 | -3 | 3[16.7 µM]

# (list continues)
No. | structure | ERAP1 inh | RAD52 anneal inh | PglD inh | PGC1a acetyl inh
9 | O=C(NNC(=O)c1ccc(Br)o1)c1ccc(NC(=O)c2ccccc2)cc1 | -3 | 3 | . | -1
10 | Cc1cc(NC(=O)CSc2nnc(CNC(=O)c3ccccc3)o2)no1 | 3 | -5 | 11 | -11
11 | CC1=CCn2c(=O)c3ccccc3c(=O)n2C1 | 0 | 0 | 2 | 2
12 | CCN(CC)CCNC(=O)C1c2cc(OC)c(OC)cc2C(=O)N(C)C1c1cccs1 (stereo not drawn) | -3 | -15 | -4 | -5
13 | Cc1noc(C(=O)Nc2ccc(C#N)cc2)c1Cl | -2 | -7 | 4 | 1
14 | CS(=O)(=O)N(Cc1ccc(F)cc1)Cc1nc2ccccc2c(=O)[nH]1 | . | . | -4 | -6
15 | O=C(O)CC1(CC(=O)Nc2ccc3ccccc3c2)CCCCC1 | . | . | 6 | 7
16 | NS(=O)(=O)c1ccc(CCNc2ccnc3cc(Cl)ccc23)cc1 | -6 | -12 | -1 | .

No. | RAD54 inh | E-sel inducer | Cneo AK release | miR-122 sensor
9 | . | 2.7 | . | .
10 | 3 | 0.2 | 2 | 6
11 | -4 | . | -1 | -4
12 | 8 | -2.9 | 1 | -7
13 | -6 | -0.1 | -2 | .
14 | 9 | . | 2 | -7
15 | 1 | . | 0 | -1
16 | 1 | -0.2 | 0 | .

# Random excerpt: 2 records from the list, in no set order.
No. | structure | ERAP1 inh | RAD52 anneal inh | PglD inh | PGC1a acetyl inh
9 | O=C(NNC(=O)c1ccc(Br)o1)c1ccc(NC(=O)c2ccccc2)cc1 | -3 | 3 | . | -1
14 | CS(=O)(=O)N(Cc1ccc(F)cc1)Cc1nc2ccccc2c(=O)[nH]1 | . | . | -4 | -6

No. | RAD54 inh | E-sel inducer | Cneo AK release | miR-122 sensor
9 | . | 2.7 | . | .
14 | 9 | . | 2 | -7

# Continuation.
No. | structure | ERAP1 inh | RAD52 anneal inh | PglD inh | PGC1a acetyl inh
17 | N#Cc1cccc(C(=O)Nc2cccc(S(=O)(=O)N3CCCC3)c2)c1 | 0 | -6 | 3 | .
18 | COc1ccc(C(C(=O)NC2CCCC2)N(Cc2ccco2)C(=O)c2snc(C(N)=O)c2N)cc1OC (stereo not drawn) | 4 | -6 | -2 | .
19 | COc1cccc(CNS(=O)(=O)c2cccc(S(=O)(=O)N3CCOCC3)c2)c1 | . | . | -3 | 2
20 | CO[C@@H]1CN(C)C(=O)c2cc(NS(=O)(=O)c3cccc(F)c3)ccc2OC[C@H](C)N(C(=O)Cc2cccnc2)C[C@H]1C | 0 | 5 | 2 | 25
21 | COc1ccc2c3c([nH]c2c1)[C@H](CO)N(Cc1ccccc1)CC31CCN(CC2CC2)CC1 | 2 | 33 | . | 29
22 | CCN1/C(=C/C=C/c2sc3ccccc3[n+]2CC)Sc2ccccc21 | . | . | -2 | -2
23 | CC(C)NC(=O)Nc1ccc2c(c1)C(=O)N([C@H](C)CO)C[C@H](C)[C@H](CN(C)S(=O)(=O)c1ccc(F)cc1)O2 | -1 | -18 | 0 | 5
24 | CC1(c2ccc(OC(F)F)cc2)NC(=O)N(CC(=O)NC2CCCC2)C1=O (stereo not drawn) | 0 | -6 | -2 | 4

No. | RAD54 inh | E-sel inducer | Cneo AK release | miR-122 sensor
17 | -7 | -0.3 | 3 | -7
18 | -5 | 0.0 | 4 | .
19 | -7 | . | 1 | 1
20 | 5 | -0.2 | 1 | .
21 | . | -0.5 | . | .
22 | ? | . | -8 | -23
23 | 15 | 1.1 | 0 | -1[16.7 µM]
24 | 9 | 0.2 | -3 | -4

# New compounds follow.
No. | structure | ERAP1 inh | RAD52 anneal inh | PglD inh | PGC1a acetyl inh
25 | CCCCNC(=O)C1(C)CCN1C(=O)c1ccc2c(c1)CCO2 (stereo not drawn) | 1 | -5 | 5 | .
26 | CCOC(=O)c1c(C)[nH]c(C)c1C(=O)COC(=O)Cc1n[nH]c(=O)c2ccccc12 | 2 | -5 | 9 | 9
27 | COC(=O)c1ccc(/C=N/NC(=O)CC(=O)NC(C)C)cc1 | -1 | 2 | 2 | -6
28 | O=C(OCc1ccc(Cl)cc1)c1ccccc1C(=O)c1ccccc1 | . | . | -4 | -24
29 | CN1c2ccc(-c3ccc(F)cc3)cc2[C@H]2[C@H](CCN2C(=O)c2ccncc2)[C@H]1CO | . | -3 | -2 | -13
30 | Cc1ccc(S(=O)(=O)Nc2ccc3c(c2)C(=O)N([C@H](C)CO)C[C@H](C)[C@@H](CN(C)Cc2ccncc2)O3)cc1 | 2 | 5 | -6 | 3
31 | COc1ccc(-c2noc(CN(C)S(=O)(=O)c3ccccc3)n2)cc1OC | . | . | -1 | 5
32 | O=C(COc1ccc(F)cc1Br)Nc1ccccc1N1CCCC1 | -1 | -9 | -3 | .

No. | RAD54 inh | E-sel inducer | Cneo AK release | miR-122 sensor
25 | 4 | 1.5 | -1 | 2
26 | -4 | -0.3 | 1 | -2
27 | -2 | . | 0 | -6
28 | -2 | . | -1 | 4
29 | 12 | 3.1 | -1 | 32[16.7 µM]
30 | -4 | 0.3 | -1 | 4[16.7 µM]
31 | -15 | . | -1 | 8
32 | 4 | -2.6 | -1 | -1

# Further entries follow.
No. | structure | ERAP1 inh | RAD52 anneal inh | PglD inh | PGC1a acetyl inh
33 | COc1ccccc1NCN1C(=O)CCC1=O | 10 | -13 | . | 17
34 | O=C(O)c1cccc(CSc2nnc(COc3ccccc3)o2)c1 | . | . | 4 | 3
35 | O=C1NC(=S)NC1=Cc1ccco1 | -2 | -85 | 4 | -17
36 | Cc1ccc2occ(/C=N/NC(=O)c3ccccc3O)c(=O)c2c1 | 6 | -8 | -1 | .
37 | C[C@H]1CN([C@@H](C)CO)C(=O)c2cccc(NC(=O)c3ccncc3)c2O[C@H]1CN(C)C(=O)Nc1ccc(F)cc1 | -1 | 2 | -3 | -5
38 | C[C@H](CO)N1C[C@H](C)[C@@H](CN(C)S(=O)(=O)c2cn(C)cn2)Oc2c(NS(=O)(=O)c3ccccc3)cccc2C1=O | 2&-3 | 9&-7 | -3 | 8&7
39 | CC(=O)c1ccc2noc(-c3ccccc3)c2c1 | -1 | -54 | 0 | 12
40 | COC(=O)C[C@H]1CC[C@H]2[C@@H](COC[C@H](O)CN2S(=O)(=O)c2ccc(F)cc2)O1 | -3 | 14 | -3 | -4

No. | RAD54 inh | E-sel inducer | Cneo AK release | miR-122 sensor
33 | -6 | 0.2 | 2 | -2
34 | -8 | . | 0 | 1
35 | -10 | -0.3 | 0 | -15
36 | 1 | . | -2 | .
37 | 7 | 0.0 | -2 | -2[16.7 µM]
38 | 7 | 2.3 | -2 | -6
39 | -9 | . | -2 | -1
40 | -3 | -0.1 | 50 | 4[16.7 µM]

# (cont.)
No. | structure | ERAP1 inh | RAD52 anneal inh | PglD inh | PGC1a acetyl inh
41 | COc1ccc(CN(C(=O)c2cc3ccccc3oc2=O)C2CCS(=O)(=O)C2)cc1OC (stereo not drawn) | -2 | -27 | -2 | 6
42 | O=[N+]([O-])c1ccccc1N/N=C/c1cc2ccccc2nc1Cl | . | . | -1 | -1
43 | COc1ccc(CCNC(=O)c2ccc3c(c2)S(=O)(=O)N=C2CCCCCN23)cc1OC | -4 | -37 | -6 | -8
44 | COc1cccc(N2CCN(Cc3nc4ccccc4c(=O)[nH]3)CC2)c1 | . | . | -2 | 3
45 | O=C1CCN(Cc2ccc([N+](=O)[O-])cc2)CCN1CCO | 3 | 7 | -1 | .
46 | C=CCN=C(CC)C1=C(O)CCCC1=O | . | . | -3 | -13
47 | C=CCNC(=O)c1ccc2c(c1)S(=O)(=O)c1ccccc1C2=O | . | -15 | -4 | 2
48 | O=C(c1cnccn1)N1CC[C@@H]2[C@H](CO)Nc3ccc(-c4ccccc4F)cc3[C@@H]21 | 1 | -80 | -7 | -1
49 | Cc1noc(C)c1S(=O)(=O)Nc1ccc2c(c1)C(=O)N([C@@H](C)CO)C[C@H](C)[C@@H](CN(C)Cc1ccc(C(=O)O)cc1)OCCCC[C@H](C)O2 | -6 | 27 | 9 | -5
50 | CCOC(=O)c1sc(=NC(=O)C2CC2)n(C)c1C | -2 | -5 | . | 3

No. | RAD54 inh | E-sel inducer | Cneo AK release | miR-122 sensor
41 | -4 | . | -1 | 2
42 | -3 | . | 0 | -2
43 | -6 | -0.1 | 1 | -4
44 | -2 | . | 0 | -1
45 | -6 | . | 8 | -53
46 | 6 | . | -1 | -7
47 | 7 | -0.2 | 0 | 1
48 | 3 | 0.6 | -5 | 9[16.7 µM]
49 | 1 | -0.1 | -4 | 2[16.7 µM]
50 | . | 2.8 | . | .

# Among those listed so far, four have a furan ring, fused or not.
No. | structure | ERAP1 inh | RAD52 anneal inh | PglD inh | PGC1a acetyl inh
5 | COc1cccc(/C=N/NC(=O)c2ccccc2NC(=O)c2ccco2)c1OC | 1 | -7 | . | -2
9 | O=C(NNC(=O)c1ccc(Br)o1)c1ccc(NC(=O)c2ccccc2)cc1 | -3 | 3 | . | -1
18 | COc1ccc(C(C(=O)NC2CCCC2)N(Cc2ccco2)C(=O)c2snc(C(N)=O)c2N)cc1OC (stereo not drawn) | 4 | -6 | -2 | .
35 | O=C1NC(=S)NC1=Cc1ccco1 | -2 | -85 | 4 | -17

No. | RAD54 inh | E-sel inducer | Cneo AK release | miR-122 sensor
5 | . | 5.5 | . | .
9 | . | 2.7 | . | .
18 | -5 | 0.0 | 4 | .
35 | -10 | -0.3 | 0 | -15
